PREPL inhibitor: human PREPL enzyme inhibition; Q4J6C6; recombinant PREPL, fluorescence polarization activity-based probe; inhibition, % at 5.96 µM; 320,000 compounds, 0.68% hits; in the data active = inhibition above about 43%;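 note: 0% = enzyme with DMSO and 100% = wells lacking enzyme; many of its hits are not listed in these tables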
PP1 counter: blocks human PP1-alpha phosphatase, a PP5 counter-screen; P62136; inhibition, % at 6.7 µM; purified PP1alpha, OMFP fluorescence; 320,000 compounds, 0.9% hits;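 active = inhibition above the mean inhibition of all tested compounds plus 3 SD, computed separately for each screening campaign, cut at about 15% in these data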
Target sequence (P62136 whole entry, looked up): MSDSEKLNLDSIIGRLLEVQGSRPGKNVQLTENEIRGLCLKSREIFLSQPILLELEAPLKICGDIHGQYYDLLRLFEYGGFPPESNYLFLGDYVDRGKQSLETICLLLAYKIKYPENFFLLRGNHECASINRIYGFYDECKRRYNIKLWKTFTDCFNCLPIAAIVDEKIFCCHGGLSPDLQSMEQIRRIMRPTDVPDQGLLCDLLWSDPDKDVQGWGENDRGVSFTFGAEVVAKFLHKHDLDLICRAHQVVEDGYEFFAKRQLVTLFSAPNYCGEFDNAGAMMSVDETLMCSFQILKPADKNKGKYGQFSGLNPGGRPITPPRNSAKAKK
core dimer inh: HCV core protein dimerization inhibition | TR-FRET GST/Flag-core106 dimerization, 1536-well | inhibition, % at 5 µM | 300,000 compounds, 0.33% hits;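 active = inhibition above the mean of all tested compounds plus 3 SD, set per screening campaign, cut at about 45% in these data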
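System: GST/Flag-tagged HCV core106 proteins. Incubation: compound-protein-antibody incubation 4 h at 22.5 °C. Technique: HTRF with 340 nm excitation, 617/671 nm emission. Medium: KF-containing HEPES buffer, pH 7.45, DTT, CHAPS, BSA. Read-out: inhibition (%) from 671 over 617 nm ratio. Also added: Eu(K)-anti-GST 90 ng/mL plus XL665-anti-Flag 1 µg/mL.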
EBNA-1 inh: blocks EBNA-1 binding to DNA. EBNA-1 DNA binding, fluorescence polarization. AID 1950. inhibition, % at 14.8 µM. 300,000 compounds, 0.34% hits; in the data active = inhibition above about 28%
PP5 inh: PP5 (human) phosphatase inhibition. purified PP5c, OMFP substrate fluorescence. inhibition, % at 6.7 µM. 320,000 compounds, 0.18% hits;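 active = inhibition above the campaign's mean inhibition across all tested compounds plus 3 SD, cut at about 9.5% in these data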;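 note: 0% = DMSO only and 100% = 100 µM cantharidin control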
Target sequence (P53041 whole entry, looked up): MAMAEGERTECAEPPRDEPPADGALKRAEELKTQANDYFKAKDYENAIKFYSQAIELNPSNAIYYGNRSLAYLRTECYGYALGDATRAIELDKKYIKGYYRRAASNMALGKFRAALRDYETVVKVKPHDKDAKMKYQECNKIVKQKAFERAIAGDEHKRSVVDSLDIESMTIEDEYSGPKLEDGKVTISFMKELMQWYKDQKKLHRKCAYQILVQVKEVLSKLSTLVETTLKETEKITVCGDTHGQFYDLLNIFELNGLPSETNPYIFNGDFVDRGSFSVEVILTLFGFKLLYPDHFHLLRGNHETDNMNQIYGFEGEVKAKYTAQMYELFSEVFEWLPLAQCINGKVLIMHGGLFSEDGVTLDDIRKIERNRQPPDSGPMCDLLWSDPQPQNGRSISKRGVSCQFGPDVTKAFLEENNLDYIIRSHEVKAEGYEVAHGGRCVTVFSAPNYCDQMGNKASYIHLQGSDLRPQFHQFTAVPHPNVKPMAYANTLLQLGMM
ZTA counter: ZTA (EBV) inhibition in EBNA-1 counter-screen; P03206; ZTA-DNA binding, fluorescence polarization; inhibition, % at 11 µM; 320,000 compounds, 0.15% hits; AID 2234; in the data active = inhibition above about 33%
Target sequence (P03206 whole entry, looked up): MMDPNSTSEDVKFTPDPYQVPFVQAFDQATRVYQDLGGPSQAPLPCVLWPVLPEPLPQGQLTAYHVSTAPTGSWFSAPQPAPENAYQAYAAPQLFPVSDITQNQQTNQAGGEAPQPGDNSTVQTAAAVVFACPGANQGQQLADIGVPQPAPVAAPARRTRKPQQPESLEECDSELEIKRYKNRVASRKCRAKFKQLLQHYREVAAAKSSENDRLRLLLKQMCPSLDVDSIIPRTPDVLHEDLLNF
Efflux pump inh: inhibitors of Candida antifungal efflux pumps expressed in yeast; S. cerevisiae Candida pump triplex, Nile Red efflux; inhibition, % at 10 µM; 330,000 compounds, 0.44% hits;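 active = plate passing quality check with inhibition over a set limit, or well fluorescence over plate mean plus 4 SD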;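 note: Nile Red retained in pooled yeast measured as flow cytometry median fluorescence; 0% = buffer negative control and 100% = Enniatin B positive control; higher means more Nile Red kept so more efflux inhibition; some compounds called inactive have numbers as strong as hits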
TPT1 inh: blocks Candida albicans tRNA 2'-phosphotransferase; recombinant caTPT1, FP RNA substrate dephosphorylation; inhibition, % at 5 µM; 300,000 compounds, 0.81% hits;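 active = inhibition above the mean of all tested compounds plus 3 SD, set per screening campaign, cut at about 24% in these data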;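 note: plate controls were DMSO alone for no effect and ferristatin control at 100 nM for full effect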
Fh CTSL1 inh: cathepsin L1 inhibition, PFM18AAP counter-screen | recombinant F. hepatica cathepsin L1, Z-Leu-Arg-MCA fluorescence | 300,000 compounds, 0.49% hits | inhibition, % at 5.96 µM | AID 1906;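 active = inhibition above the mean of all tested compounds plus 3 SD, set per screening campaign, cut at about 17% in these data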;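 note: 0% = plate median of test compound wells and 100% = 1 µM Z-Phe-Ala-diazomethylketone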
Active calls of the source: *; . = no result given. Only part of the results is shown, so the mix of outcomes need not match the whole.

Structure,PREPL inhibitor,PP1 counter,core dimer inh,EBNA-1 inh,PP5 inh,ZTA counter,Efflux pump inh,TPT1 inh,Fh CTSL1 inh
Cn1nnc(NC(=O)CSc2nnnn2-c2ccc(F)cc2)n1,-13,-4,-1,4,-0.9,-3,0.0,2,-2
c1ccc(Cc2nnc3sc(C4COc5ccccc5O4)nn23)cc1 (stereo not given),4,0,10,10,0.4,13,0.1,-4,18*
Cn1ccnc1SCC(=O)NC12CC3CC(CC(C3)C1)C2,-6,-2,-8,-5,0.2,-10,0.0,-2,-10
CCOc1ccc(S(=O)(=O)NC2CCCC2)cc1C,3,-1,-2,-5,-0.9,2,0.1,1,3
CNNCc1ccc(C(=O)NC(C)C)cc1,-5,2,5,3,-0.8,-9,0.0,-1,1
CC(C)(C)OC(=O)N1CCC(CC2CC(c3ccccc3)=NO2)(C(=O)O)CC1 (stereo not given),5,-4,-13,-2,-3.8,10,0.0,1,-8
O=C(/C=C/Nc1ccc(F)cc1F)c1ccc(Br)cc1,16,-8,-3,-1,-2.0,-10,-0.1,0,0
COc1ccc(NC2CCCN(C(=O)c3oc(C)cc3C)C2)cc1OC (stereo not given),11,-3,-25,0,1.4,-14,-0.1,0,5
OCC1(CCOc2ccccc2)CCN(Cc2cn[nH]c2-c2ccccc2)CC1,-15,-4,0,6,2.8,-4,-0.1,-5,-5
CCN(CC)c1ccc(NC(=O)Cn2nnc(-c3cccc(OC)c3OC)n2)c(C)c1,15,5,-9,-2,-0.9,-20,0.2,-2,-4
Oc1ccc(-c2n[nH]c(=S)n2Cc2ccccc2)cc1,14,-4,-1,0,1.8,5,0.0,-3,2
CC1CCN(S(=O)(=O)c2ccc(C(=O)OCc3ccc4c(c3)OCO4)cc2)CC1,21,-3,8,4,-0.9,2,0.3,-2,1
Cc1ccc(C(C)C)c(Oc2nnnn2-c2ccccc2)c1,3,2,-2,-1,3.6,-4,0.0,1,0
Cc1cc(NC(=O)CCc2ccc(S(=O)(=O)N3CCOCC3)cc2)n(-c2ccccc2)n1,0,0,-5,2,0.8,4,-0.1,-2,-3
O=C(O)c1nn(CC(=O)N(C2CCCCC2)C2CCCCC2)c(=O)c2ccccc12,-33,1,15,-1,1.9,12,0.1,2,-2
c1csc(-c2ncc3ccccn23)c1,15,0,-7,1,1.2,6,-0.1,-1,2
COC(=O)Cn1cnc2c(cnn2-c2ccccc2)c1=O,7,-4,1,-2,-1.9,-1,0.1,-1,-6
CCC(C)c1ccc(O)c(NC(=O)c2cccnc2)c1 (stereo not given),0,-7,2,-1,2.2,11,0.3,2,0
CCOC(=O)C1CCN(C(c2cc3cc(C)cc(C)c3[nH]c2=O)c2nnnn2C2CCCCC2)CC1 (stereo not given),7,-6,-2,4,1.2,6,0.1,2,0
N#Cc1c2n(c3c(=O)n(CC(=O)c4ccc(Br)cc4)cnc13)CCCC2,4,0,23,0,-0.9,-2,0.0,-2,6
O=C(NNC(=S)NC(=O)c1ccc(Br)cc1)c1cccc([N+](=O)[O-])c1,-7,8,-1,-18,1.9,5,0.4,2,1
O=C(C1CC(=O)N(c2ccc(Br)cc2)C1)N1CCCC1 (stereo not given),8,-2,2,2,-0.1,-4,-0.1,1,6
CC[n+]1c(C)n(-c2ccccc2)c2ccc(NC(C)=O)cc21,5,-2,2,-8,2.3,-2,-0.1,-2,-3
Cn1c(C(=O)NCCCN2CCCC2=O)cc2c(=O)n(C)c3ccccc3c21,6,-6,2,-6,-0.2,-9,-0.1,0,-2
O=C(COc1ccc(-n2ccnc2)cc1)Nc1cccc(Cl)c1,-6,-1,-2,-1,0.8,1,-0.3,3,1
Cc1cc(Cl)ccc1Oc1nccc(N(C)C)c1C#N,10,1,-1,-1,1.6,-3,-0.1,-1,-2
CCc1ccc(-n2c(SCC(=O)N3CCC(C(=O)O)CC3)nnc2-c2ccncc2)cc1,1,3,2,-1,0.0,3,-0.1,-3,-2
CCc1ccc2oc(-c3ccc(OC)cc3)cc(=Nc3cccc(C(=O)O)c3)c2c1,-7,1,16,6,1.5,-8,0.0,-6,3
Nc1c(C(=O)CSc2nnc(-c3ccccc3F)o2)c(=O)[nH]c(=O)n1C1CC1,6,0,.,.,2.7,-16,0.1,.,.
CCCOc1ccccc1C(=O)N1CCNC(=O)C1CC(=O)OC(C)C (stereo not given),-4,-2,6,14,1.7,-10,0.2,2,-3
COc1ccccc1NC(=O)CSc1nc2ccccc2nc1N1CC(C)OC(C)C1 (stereo not given),-2,-4,-1,-14,4.7,-2,0.4,1,-2
C#CCOc1ccc(Br)cc1/C=N/O,-15,-1,7,2,0.4,-5,-0.4,-1,-2
O=C(NCc1ccccn1)C(=O)NCC1OCCN1S(=O)(=O)c1ccc(Cl)cc1 (stereo not given),3,-5,-5,9,-0.1,-10,0.0,0,-3
Cn1c(=O)c(=O)n(C)c2cc(S(=O)(=O)N3CCC(Cc4ccccc4)CC3)ccc21,0,-6,2,2,-2.9,-6,0.3,3,-1
O=S(=O)(c1ccc(-n2cnnn2)cc1)N1CCNCC1,2,-4,7,3,2.0,-7,0.1,-1,5
Cc1cccc(CN2CCC(C(=O)Nc3cccc(-c4cccc(F)c4)c3)CC2)n1,-9,-1,-1,8,-0.7,9,0.0,2,-3
O=C(c1c(F)cccc1F)N1CCCC1,7,-5,-2,-2,0.9,11,-0.1,0,3
Cc1ccc(CNC(=O)CCc2nnc3ccc(NCCCN4CCCC4=O)nn23)cc1,4,-1,-3,-5,1.0,1,-0.3,-2,-1
Cc1ccc(/C=N/NC(=O)c2ccc(Br)o2)s1,-9,4,-1,-5,-0.9,2,-0.1,-3,0
COc1cccc(NS(=O)(=O)c2ccc3c(c2)NC(=O)C(C)C(=O)N3)c1 (stereo not given),4,-2,-3,-15,3.1,4,0.0,-4,-3

A portion from further up:
Structure,PREPL inhibitor,PP1 counter,core dimer inh,EBNA-1 inh,PP5 inh,ZTA counter,Efflux pump inh,TPT1 inh,Fh CTSL1 inh
CC[n+]1c(C)n(-c2ccccc2)c2ccc(NC(C)=O)cc21,5,-2,2,-8,2.3,-2,-0.1,-2,-3
Cn1c(C(=O)NCCCN2CCCC2=O)cc2c(=O)n(C)c3ccccc3c21,6,-6,2,-6,-0.2,-9,-0.1,0,-2

Following part:
Structure,PREPL inhibitor,PP1 counter,core dimer inh,EBNA-1 inh,PP5 inh,ZTA counter,Efflux pump inh,TPT1 inh,Fh CTSL1 inh
Cc1ccccc1Nc1nc(N)nc(CCl)n1,0,3,0,-1,-1.4,0,0.0,0,-2
O=C(Oc1ccc(C(=S)N2CCOCC2)cc1Br)c1ccccc1F,13,0,10,-2,-0.6,8,0.1,4,-2
COc1ccc(-c2csc(NC(=O)COC(=O)C3=COCCO3)n2)cc1,-1,-3,-5,5,-2.0,-1,-0.1,-2,-19
NS(=O)(=O)c1ccc(CCNS(=O)(=O)c2ccccc2)cc1,-4,1,-3,11,-2.2,3,0.0,-3,-1
COC(CN(C)S(=O)(=O)c1cc2c3c(c1)CCN3C(=O)CC2)OC,-1,-3,0,-6,3.9,1,0.1,0,1
Cc1cc(C)nc(-n2nc(C)cc2NC(=O)c2ccc(F)cc2F)n1,8,-1,-3,7,-0.2,-21,-0.1,-1,-1
O=C(NC1CCCc2ccccc21)C1CCCO1 (stereo not given),4,-3,-7,4,2.1,-2,0.0,-2,-1
CCOc1cc(/C=C2\SC(=NC)N(C)C2=O)cc(Cl)c1OC(C)=O,-2,-1,-16,-11,5.3,0,0.0,12,-2
Cc1nc2c(C(=O)NCCc3ccccc3Cl)c[nH]n2c(=O)c1Cl,12,17*,12,8,3.0,12,0.1,-3,3
COc1cccc(-c2sc3ccc(OC)cc3c2C#CC(C)(C)O)c1,15,0,.,.,3.5,4,0.8,.,.
O=C(CSc1nnc(NC(=O)c2ccc(S(=O)(=O)N3CCOCC3)cc2)s1)Nc1ccccc1C(F)(F)F,4,0,-4,0,-0.6,-1,0.0,-2,-1
CC(C)N(Cc1nc(-c2ccccc2)no1)C(=O)CCCN1C(=O)c2ccccc2C1=O,-4,-1,1,7,0.2,-3,0.2,2,-7
Cc1cccc(N2Cc3ccccc3C2=NC(=O)c2ccc(Cl)nc2)c1,0,1,15,18,-2.2,1,0.1,1,2
Cc1c(-c2cccc(Cl)c2)nc2ccccc2c1C(=O)OC/C(O)=C(\C#N)c1nc2ccccc2[nH]1,42,-1,15,6,1.2,-2,2.5*,16,-2
COc1ccc(C(=O)O)cc1S(=O)(=O)NC(C)C,12,-4,-1,-4,3.4,-13,-0.2,-2,-1
CCn1ncc([N+](=O)[O-])c1C(=O)Nc1ccc(C(=O)N2CCCCC2)cc1,-6,-5,-5,-5,1.6,9,-0.2,1,-5
CC(=O)Nc1ccc(S(=O)(=O)NC(CC(=O)O)c2ccc(OC(C)C)cc2)cc1 (stereo not given),-1,2,1,4,-2.5,26,0.1,2,0
O=C(c1cc2ccccc2oc1=O)N(Cc1ccc(F)cc1)C1CCS(=O)(=O)C1 (stereo not given),-27,-4,-3,-3,-1.1,-1,0.1,-3,0
COc1ccc(CC(=O)O/N=C(\N)Cc2cccc3ccccc23)cc1,-10,2,6,-9,3.6,-1,0.1,24,3
Cc1cc(C)n(-c2ccc(C(=O)OCC(=O)Nc3ccc(S(=O)(=O)N4CCOCC4)cc3)cc2)n1,-3,4,6,7,2.8,-2,-0.1,1,1
COc1ccc(C=NCC2COc3ccccc3O2)cc1OC (stereo not given),0,-2,-4,15,-0.4,0,-0.1,-1,-3
Cc1ccc(NC(=O)CS(=O)CC(=O)NC(C)CCc2ccco2)cc1Cl (stereo not given),8,-1,5,-2,-0.8,11,-0.1,1,4
O=C1c2ccc3c4c(ccc(c24)C(=O)N1c1cccc(O)c1)CC3,2,0,18,21,-1.3,7,-0.2,4,3
COC(=O)c1ccc2[nH]c3c(c2c1)CC(C)CC3 (stereo not given),19,4,-3,-6,5.0,1,0.2,3,8
CCCCCCN1CC(O)=C(c2nc3ccccc3[nH]2)C1=N,-1,-4,1,-1,-0.1,6,0.0,-1,-1
Cc1ccnc(NC(=O)c2ccc(S(=O)(=O)N3CCCCCC3)cc2)c1,4,5,-1,5,4.1,-2,-0.1,-1,-2
O=C1C2C3C=CC(C3=C3CCCCC3)C2C(=O)N1c1ccccc1 (stereo not given),-4,6,2,-3,4.2,10,0.1,0,-1
CN(C)C(=S)c1ccc(N(C)C)cc1,-2,-2,1,18,-4.5,29,-0.1,-2,0
Cc1[nH]c2ccccc2c1NC(=O)CN1CCN(C(=O)c2ccco2)CC1,5,-1,-1,3,-0.3,16,-0.1,-2,-1
O=C(COc1ccc(S(=O)(=O)N2CCCC2)cc1)NCCC1=CCCCC1,11,1,10,-1,2.3,-5,0.2,3,-2
COc1ccc(SCCc2nnc(-c3ccccc3)o2)cc1,9,0,-11,-3,0.8,3,-0.2,-5,-1
OCc1cn(-c2ccccc2)nc1-c1ccco1,0,1,12,3,1.4,-13,-0.1,5,-1
COc1ccc(-c2nc3ncnn3cc2C)cc1F,-1,-2,-2,-6,0.2,-15,0.1,2,-1
Cc1ccc(S(=O)(=O)N2CCC(C(=O)N3CCC[C@H]3C(=O)NCc3ccccc3)CC2)cc1,-6,-2,-1,0,2.1,-15,0.2,-3,-3
O=C(Nc1nc2ccccc2n1Cc1ccccc1)c1ccco1,-7,4,14,-8,5.0,-9,0.2,-7,1

Screens from PubChem.
